High-throughput results (PubChem)
PrPC surface inh: inhibitors of human cell surface prion protein PrPC, primary screen, cell-based, TR-FRET; TR-FRET read-out; inhibition, % at 13.8 µM; Major prion protein (Homo sapiens), P04156; 0.43% of 370,000 active; in the data active means inhibition above about 24%; further: 0% = median of the test wells and 100% = reference compound wells
PriA SSB inh: inhibitors of Klebsiella pneumoniae PriA binding to SSB C-terminal tail, primary screen, biochemical, AlphaScreen. AID 1272365, 2023. inhibition, % at 33 µM. PriA–SSB C-terminal tail interaction (Klebsiella pneumoniae). AlphaScreen SSBct-PriA binding, biotinylated peptide. 0.6% of 430,000 active; in the data active means inhibition mostly above about 37%, no sharp cut-off; inactive means mostly below about 20%;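 further: plate controls were negative control peptide for no effect and reference peptide for full effect; strong numbers were not always called active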
Anthrax LF inh2: Bacillus anthracis LF protease inhibitors, primary screen, biochemical, multiplex microsphere, MLPCN library; multiplex microsphere protease cleavage assay; Lethal factor (Bacillus anthracis), P15917; 0.12% of 360,000 active; AID 588501, 2011; inhibition, % at 10 µM; further: plate controls were buffer without enzyme for full effect and enzyme alone for no effect
Yp Topo-I inh: Yersinia pestis topoisomerase I inhibitors, primary screen, biochemical, cleavage product accumulation, plate reader, single point. Y. pestis Topo-I cleavage product accumulation. activity, % at 10 µM. DNA topoisomerase I (Yersinia pestis CO92). 0.064% of 360,000 active; in the data active means activity above about 50%, passing the limit was not always enough; inconclusive means no clear call, values can overlap the other calls; further: inactives centre near 2
Vc quorum ag: inducers of Vibrio cholerae quorum light production without autoinducers, primary screen, BH1578 luxS cqsA deficient, single point | V. cholerae BH1578 lux reporter, luminescence, 6 h | activation, % at 18.7 µM | 0.16% of 350,000 active; in the data active means activation mostly above about 9.7%, no sharp cut-off; inconclusive means no clear call, values can overlap the other calls; inactive means mostly below about 3.7%; further: not every result past the cut was called active; inactives centre near 0; reference of the scale not given here
PfHsp40 yeast: rescue of yeast from PfHsp40 toxicity, primary screen, S. cerevisiae, ATP luminescence; growth rescue, % at 12.5 µM; S. cerevisiae expressing PfHsp40, growth rescue; 0.68% of 340,000 active; AID 504582, 2011; in the data active means growth rescue above about 28%, passing the limit was not always enough; inconclusive means no clear call, values can overlap the other calls;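 further: yeast W303a lacking pdr1 and pdr3 grown in galactose medium; growth measured after three days at 30 °C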
TcdB inh: TcdB glycohydrolase inhibitors, primary screen, biochemical, single point, plate reader | Toxin B (Clostridioides difficile), P18177 | TcdB glycohydrolase enzymatic assay | inhibition, % at 9.99 µM | 0.24% of 350,000 active | AID 652162, 2013; in the data active means inhibition above about 10%
BoNT A protease: BoNT/A light chain protease inhibitors, primary screen, biochemical, flow cytometry, MLPCN library; 0.17% of 360,000 active; inhibition, % at 10 µM; multiplex microsphere protease substrate cleavage; Botulinum neurotoxin type A light chain protease (Clostridium botulinum A str. ATCC 3502); AID 588499, 2011; further: plate controls were buffer without enzyme for full effect and enzyme alone for no effect
3CLpro inhibitor: SARS-CoV 3CLpro protease inhibitors, primary screen, biochemical, quenched FRET; Replicase polyprotein 1ab (Severe acute respiratory syndrome coronavirus), P0C6X7; inhibition, % at 6 µM; AID 1706, 2009; 0.14% of 290,000 active; recombinant SARS-CoV 3CLpro, quenched FRET peptide cleavage; in the data active means inhibition above about 12%
* marks the source's active call; other numbers are inactive results; i = inactive; u = inconclusive; x = not tested or not shown; & = joins results of further samples. Unless noted, no stated cut-off is given here; in the data, active means inhibition above about 30%; inconclusive means no clear call, values can overlap the other calls; inactive means below that. Some of the compounds tested; count on the stated rates, not on these rows.

SMILES | PrPC surface inh | PriA SSB inh | Anthrax LF inh2 | Yp Topo-I inh | Vc quorum ag | PfHsp40 yeast | TcdB inh | BoNT A protease | 3CLpro inhibitor
Cc1cc(Cl)ccc1OCC(=O)NCC(c1cccs1)N1CCOCC1 (stereo not drawn) | 4 | -15 | x | 1 | -0.1 | 0.0 | -1.6 | x | x
O=C(CSc1nc2ccccc2c(=O)n1-c1ccccc1)Nc1ccc2c(c1)CCC2 | 3 | x | -3 | 30 | 0.5 | x | 1.3 | -0.2 | x
Cc1ccc(NC(=O)c2ncn(CCCNCc3ccccc3)n2)cc1C | -6 | -6 | -6 | 1 | i | -0.4 | 1.3 | -0.2 | x
CC(=O)Nc1cc(C(C)(C)C)c(O)c(C(C)(C)C)c1 | 4 | -31 | 7 | -1 | -0.4 | 0.0 | x | 1.3 | 1
Cc1c(C(=O)NC(C(C)C)C(C)C)cccc1[N+](=O)[O-] | -1 | 2 | -1 | -1 | i | -1.6 | x | -0.7 | 2
N#CCCN(C(=O)COC(=O)CCC(=O)c1cccs1)c1ccccc1 | 1 | 0 | 0 | 0 | i | -1.7 | -0.2 | -2.1 | x
CCOCc1nnc(NC(=O)c2ccc(NC(C)=O)cc2)s1 | -3 | -17 | -3 | 3 | -0.9 | 0.3 | 1.1 | -0.6 | 2
COC(=O)c1c(NC(C)=O)sc(C)c1C | -3 | -10 | 1 | -4 | -3.6 | 0.8 | 0.6 | -1.2 | 3
COc1cccc(-c2ccc3ncnc(NCc4cccs4)c3c2)c1 | -5 | -7 | -3 | -2 | -0.4 | -1.8 | -2.5 | 0.2 | x
COc1ccc(S(=O)(=O)N2CCCCCC2)cc1C(=O)N1CCCC(C(F)(F)F)C1 (stereo not drawn) | 2 | -22 | -2 | 19 | i | -0.6 | 1.2 | 7.4 | x

An excerpt of the results above, for reference:
SMILES | PrPC surface inh | PriA SSB inh | Anthrax LF inh2 | Yp Topo-I inh | Vc quorum ag | PfHsp40 yeast | TcdB inh | BoNT A protease | 3CLpro inhibitor
CCOCc1nnc(NC(=O)c2ccc(NC(C)=O)cc2)s1 | -3 | -17 | -3 | 3 | -0.9 | 0.3 | 1.1 | -0.6 | 2
COC(=O)c1c(NC(C)=O)sc(C)c1C | -3 | -10 | 1 | -4 | -3.6 | 0.8 | 0.6 | -1.2 | 3
COc1cccc(-c2ccc3ncnc(NCc4cccs4)c3c2)c1 | -5 | -7 | -3 | -2 | -0.4 | -1.8 | -2.5 | 0.2 | x
COc1ccc(S(=O)(=O)N2CCCCCC2)cc1C(=O)N1CCCC(C(F)(F)F)C1 (stereo not drawn) | 2 | -22 | -2 | 19 | i | -0.6 | 1.2 | 7.4 | x

Next entries follow:
SMILES | PrPC surface inh | PriA SSB inh | Anthrax LF inh2 | Yp Topo-I inh | Vc quorum ag | PfHsp40 yeast | TcdB inh | BoNT A protease | 3CLpro inhibitor
CC(C)CC(=O)Nc1nnc(S(=O)(=O)N(C)c2ccc(Cl)cc2)s1 | 1 | 0 | -3 | 1 | i | -0.9 | 0.7 | -2.3 | -1
C=CCCCCCCCCC(=O)NNC1=CC(=O)CC(C)(C)C1 | 8 | 1 | -1 | 30 | i | -0.5 | x | 0.0 | -4
CN(C)C(=O)Oc1cc(=O)n2c3c(cccc13)CCC2 | 8 | -1 | 1 | -1 | 0.1 | -1.0 | x | 0.7 | 4
CCCCNC(=S)NC(=O)c1ccc([N+](=O)[O-])cc1 | -19 | 30 | -2 | 8 | i | 0.3 | x | -0.1 | 2
CC1CN(c2ccc([N+](=O)[O-])c3cccnc23)CC(C)N1 (stereo not drawn) | -42 | 38* | x | -13 | 13 | 0.1 | x | x | -2
COc1ccc(/C=N/NC(=O)c2ccc(COCC(F)(F)C(F)F)cc2)cc1 | 5 | x | 0 | -6 | -0.3 | 0.0 | x | -0.4 | 2
O=C(NCC1CCCO1)c1cc2c(s1)CCC2 (stereo not drawn) | -3 | -7 | -2 | 4 | x | 0.3 | 1.8 | -0.2 | 0
O=C(c1coc(=O)c(Br)c1)N1CCCc2ccccc21 | -4 | 6 | 8 | -3 | x | -0.3 | x | 2.9 | 1
CCC(Cc1ccccc1)NC(=O)C1=C(C)C(=O)OC12CCC(C)CC2 (stereo not drawn) | 3 | -1 | -2 | 18 | i | 0.3 | -1.1 | 0.2 | 0
NC(=O)Cn1c(=O)n(Cc2ccccc2)c(=O)c2cccnc21 | -5 | -4 | -14 | 1 | -0.5 | x | 1.1 | -0.4 | -2
COc1ccc(/C=N/NC(=O)c2nonc2C)cc1 | -14 | x | -2 | -4 | i | -0.9 | x | -0.4 | 3
O=C(CSc1ccc(C(F)(F)F)cc1[N+](=O)[O-])N1CCOCC1 | -25 | -1 | x | 1 | -0.4 | 0.2 | 0.7 | x | -1
O=C1C=C(c2cccc(CO)c2)C[C@@H](c2ccc3c(c2)OCO3)C1 | -3 | 9 | -2 | 21 | -0.5 | -0.8 | -6.6 | -0.5 | x
CC(=O)c1ccc(C(=O)N2CCCC(CNC(=O)c3ccccc3Cl)C2)cc1 (stereo not drawn) | -8 | -22 | -5 | 4 | i | 0.4 | 0.1 | -1.4 | -5
COc1cc2c(cc1OC)CN(C(=O)CCOc1ccccc1C)CC2 | -3 | -4 | -2 | 25 | 0.4 | 0.5 | 0.6 | -0.1 | 2
O=C(c1cnn(Cc2ccccc2)c1)N1CCN(S(=O)(=O)/C=C/c2ccccc2)CC1 | -2 | -3 | 7 | 31 | 1.6 | -0.3 | 1.7 | -0.2 | x
CCN(C(=O)CCS(=O)(=O)c1ccc2c(c1)oc(=O)n2C)c1ccc(OC)cc1 | -2 | -4 | 2 | 3 | 0.5 | -0.4 | 1.6 | 2.4 | 4
COc1ccc(C(=O)NCCCSc2ccccc2)cc1F | -3 | -12 | -4 | 0 | -0.3 | 0.5 | 1.1 | 1.0 | 1
Cc1cc(C(=O)OCC(=O)Nc2ccccc2)c(C)o1 | 1 | -7 | -4 | 3 | 1.6 | 0.1 | 1.7 | 0.5 | 5
Cc1c(NC(=S)/C=C2\N(C)c3ccccc3C2(C)C)c(=O)n(-c2ccccc2)n1C | -3 | 3 | -4 | 16 | -0.2 | 5.2 | x | 4.3 | 5
O=[N+]([O-])c1cc(CN2CCCCCC2)ccc1O | -5 | -2 | -6 | -12 | i | 0.5 | -0.5 | -6.6 | -2
COc1ccc(N2CC(C(=O)Nc3nc4ccc(OC)cc4s3)CC2=O)cc1 (stereo not drawn) | -10 | 4 | -8 | 14 | 0.6 | -0.4 | 0.6 | -2.5 | -3
Cc1ccc(C)c(NC(=O)COC(=O)Cn2c(C)csc2=O)c1 | -5 | 21 | 0 | -12 | i | -0.3 | 1.6 | -0.4 | x
O=C(Nc1ccc(S(=O)(=O)N2CCCC2)cc1)C1CC(=O)N(CCc2ccccc2)C1 (stereo not drawn) | -3 | x | -7 | 28 | i | x | 3.6 | 0.5 | x
CN1CCC(N2CCN(C3CN(Cc4ccccc4)S(=O)(=O)C3)CC2)CC1 (stereo not drawn) | 0 | x | -4 | x | x | x | 0.7 | -1.4 | x
Cn1cccc1Cc1nnc(SCC(=O)NCc2ccco2)n1-c1ccc(F)cc1 | -8 | 13 | -6 | 3 | i | -0.8 | -1.5 | u | -1
O=C(CSc1ncnc2c1oc1ccccc12)N1CCCc2ccccc21 | 1 | 1&-8 | -6 | -10 | 0.0 | 5.0 | x | -0.8 | -3
COc1ccccc1OC(C)C(=O)Nc1ccc2c(c1)n(C)c(=O)n2C (stereo not drawn) | 1 | 14 | -7 | 0 | 1.2 | 1.4 | -1.4 | -2.1 | 3
O=C1[C@H]2[C@@H](c3ccc(Cl)cc3)N3C(=O)N(c4cccc(Cl)c4)C(=O)[C@@]3(Cc3ccccc3)[C@H]2C(=O)N1C1CCCCC1 | 2 | 1 | -2 | -7 | i | -1.0 | x | -0.3 | x
O=C1CC(c2ccccc2)n2nc(N3C(=O)CCC3=O)nc2N1 (stereo not drawn) | 8 | -34 | -1 | 1 | i | -0.7 | x | -0.7 | 0
CCOc1ccc(-c2noc(CCC(=O)O)n2)cc1 | 2 | -11 | -8 | 12 | -0.2 | 0.3 | 1.7 | -0.8 | -1
CC(C)CCn1nnnc1CN1CCN(c2ccccc2)CC1 | 5 | 2 | -4 | 11 | -0.3 | 0.5 | -3.0 | -0.2 | 4
Cc1ccc(O)c(NC(=O)c2onc(C)c2Cl)c1 | -3 | -5 | -1 | 4 | i | 8.8 | 0.5 | -5.5 | 1
COc1ccc(CN(CC(=O)NCC2CCCO2)C(=O)CNS(=O)(=O)c2ccc(C)cc2)cc1 (stereo not drawn) | 0 | 2 | -1 | -3 | -0.3 | 0.5 | x | -0.4 | -1
CC(C)[C@H]1CC[C@@H](C)C(C(=O)c2ccccc2)C1=O (stereo partly drawn) | -2 | -3 | -3 | 1 | 0.6 | -1.4 | 1.7 | -0.4 | 1
COc1ccc(C/C(C)=N/NC(=O)c2cc(C)oc2C)cc1 | 2 | x | 2 | 0 | -0.3 | 0.0 | x | 0.3 | 7
COC(=O)c1c(NC(=O)COC(=O)c2ccccn2)sc(C)c1C | -4 | -4 | -2 | 15 | -2.3 | -0.3 | -2.9 | 2.0 | x
C[C@@]12C(=O)Nc3ccccc3C(=O)N1[C@H]1c3cc(Cl)ccc3OC[C@@H]1[C@@H]2c1ccccc1 | 3 | 3 | 4 | -5 | -0.2 | 1.2 | 1.4 | 0.1 | x
Cc1c(Cl)cccc1NC(=O)CSc1nc2ncc(Cl)cc2[nH]1 | 5 | -11 | 0 | 9 | 11 | -0.6 | -2.7 | 4.9 | 1
CCOc1ccc(OCCC(=O)OCC(=O)N2CCN(c3ccc(OC)cc3)CC2)cc1 | 0 | 0 | -1 | 0 | i | 0.7 | 0.0 | 1.6 | x
CC1(C(=O)NC2CCCCCCC2)CCC(=O)N1Cc1cccnc1 (stereo not drawn) | 13 | -6 | -6 | 4 | i | -0.3 | x | -2.1 | 0
Cc1nn(CC(=O)N2CCN(c3ccccc3)CC2)c(=O)c2ccccc12 | 7 | -1 | 13 | -1 | -3.8 | -1.3 | -0.3 | 0.5 | -6
COc1cccc2c1c(NC(=O)c1cc(C)on1)nn2C | -2 | 0 | 16 | 3 | 0.8 | 0.4 | 1.8 | u | 3
CCOC(=O)c1ccc(/C=C2\c3ccccc3C(=O)N2c2ccccc2)cc1F | -16 | 7 | -11 | 0 | -0.3 | 0.6 | 1.1 | -0.5 | x
Cn1cnnc1SCc1cccc(Br)c1 | -4 | -19 | -1 | -4 | i | -0.8 | x | -0.5 | 4
C=CCn1c(COc2ccccc2F)nnc1SCC(=O)Nc1cc(C)on1 | 0 | 2 | -2 | 3 | 0.1 | -1.2 | 2.3 | 0.2 | 6
Cc1nn(Cc2ccccc2Cl)c(C)c1NC(=O)c1noc2c1CCCCC2 | 9 | -31 | 2 | 33 | -0.4 | -1.6 | x | 0.4 | -2
Fc1ccc(-c2n[nH]c(=S)n2Cc2ccccc2)cc1 | x | -9 | 2 | 8 | -1.1 | -0.9 | -0.3 | -1.8 | 3
CC(=O)Nc1cc(-c2nc3ccccc3o2)ccc1Cl | 3 | -12 | 7 | 7 | -0.3 | -1.9 | 0.4 | 1.5 | -2
COCCCN(Cc1cccs1)S(=O)(=O)c1c[nH]c(C(=O)OC)c1 | 0 | -9 | 3 | 10 | -0.5 | -1.3 | 0.7 | 2.5 | 7
